Nrf2 activator – qHTS of Nrf2 Activators | AREc32 ARE-luciferase reporter (MCF7-derived line), luminescence, 24 h | Potency, µM (series often up to 46.1 µM), inactives show at the highest dose activation, actives largely listed as activators | 410,000 compounds, 0.31% hits; note: potency is the fitted concentration of half-maximal effect; % of control where 0% means no effect; nearly all actives have a fitted effect of over 65% in size
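Steps: seed AREc32_Fluc cells (1000/well, 5% FBS OPTI-MEM); incubate overnight at 37 deg C; add 23 nL compound; incubate 24 hr; add Steady-Glo; hold 30 min RT; read luminescence.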
Nrf2 inh – Nrf2 qHTS screen for inhibitors; 360,000 compounds, 2.1% hits; A549 ARE-Fluc reporter, luciferase luminescence, 18-24 h; Potency, µM (series often up to 46 µM), for the others: top-dose activity change, negative = inhibition, usual class: inhibitors; note: potency is the fitted concentration of half-maximal effect; % is set by controls: 0 for no effect and ±100 for the full control effect; nearly all actives have a fitted effect of over 60% in size
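Nrf2 activity is the BugLite luminescence, read 15 min after reagent at room temperature, following CellTiter-Fluor cytotoxicity readout (30 min, 37C). Compound titrations were applied for 18-24 h to 5000 A549 ARE_Fluc cells/well in 5% FBS OPTI-MEM.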
EPAC2 antag – qHTS for Antagonist of cAMP-regulated guanine nucleotide exchange factor 2 (EPAC2): primary screen; Rap guanine nucleotide exchange factor 4 (Homo sapiens), Q8WZA2; EPAC2 GEF exchange of Rap1B-BODIPY-GDP, fluorescence; Potency, µM (series often up to 114 µM), for inactives: top-dose activity, negative = inhibition, most hits filed as inhibitors; 360,000 compounds, 0.18% hits; AID 720708, 2013; note: potency is the fitted concentration of half-maximal effect; % is set by controls: 0 for no effect and ±100 for the full control effect; nearly all actives have a fitted effect of over 45% in size; many of its hits are not listed in these tables
Target sequence (Q8WZA2 whole entry, looked up): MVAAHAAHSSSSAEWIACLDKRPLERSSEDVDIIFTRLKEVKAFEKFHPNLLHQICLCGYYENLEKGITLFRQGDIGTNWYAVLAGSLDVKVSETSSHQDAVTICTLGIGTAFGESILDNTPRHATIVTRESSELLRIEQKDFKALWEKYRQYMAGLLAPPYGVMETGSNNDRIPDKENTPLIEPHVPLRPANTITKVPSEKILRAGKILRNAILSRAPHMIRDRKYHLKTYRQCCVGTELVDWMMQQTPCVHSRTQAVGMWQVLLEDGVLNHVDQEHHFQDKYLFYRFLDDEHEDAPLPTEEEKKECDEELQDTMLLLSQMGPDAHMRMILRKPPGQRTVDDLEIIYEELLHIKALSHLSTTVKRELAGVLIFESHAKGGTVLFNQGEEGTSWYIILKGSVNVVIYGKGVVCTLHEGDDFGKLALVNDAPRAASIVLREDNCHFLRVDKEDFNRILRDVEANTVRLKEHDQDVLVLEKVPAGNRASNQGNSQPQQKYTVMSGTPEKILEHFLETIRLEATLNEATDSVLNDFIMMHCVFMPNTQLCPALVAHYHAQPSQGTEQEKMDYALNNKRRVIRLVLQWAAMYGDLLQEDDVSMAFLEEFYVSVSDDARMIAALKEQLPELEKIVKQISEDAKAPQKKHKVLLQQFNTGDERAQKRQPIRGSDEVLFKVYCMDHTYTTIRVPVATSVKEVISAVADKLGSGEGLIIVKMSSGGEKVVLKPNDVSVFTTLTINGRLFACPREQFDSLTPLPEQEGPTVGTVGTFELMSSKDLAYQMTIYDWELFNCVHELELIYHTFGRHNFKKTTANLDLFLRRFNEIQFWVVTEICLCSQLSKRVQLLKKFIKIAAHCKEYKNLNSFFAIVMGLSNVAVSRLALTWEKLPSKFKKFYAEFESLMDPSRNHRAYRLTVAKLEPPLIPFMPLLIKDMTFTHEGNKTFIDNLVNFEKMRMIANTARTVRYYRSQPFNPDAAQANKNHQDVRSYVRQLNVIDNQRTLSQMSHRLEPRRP
A549 tox – Nrf2 qHTS screen for inhibitors: counterscreen for cytotoxicity | A549 ARE-Fluc cells, CellTiter-Fluor viability, 18-24 h | Potency, µM (series often up to 46 µM), inactives show at the highest dose activity change, negative = cytotoxicity, actives largely listed as inhibitors | 390,000 compounds, 0.16% hits; note: potency is the fitted concentration of half-maximal effect; % is set by controls: 0 for no effect and ±100 for the full control effect
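A549 ARE_Fluc cells in 5% FBS OPTI-MEM were exposed to compounds in concentration-response for 18-24 h at 37 deg C. Viability was read by CellTiter-Fluor fluorescence (Ex 405/Em 525) after 30 min, before the luciferase read.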
CCT modulator – High-Throughput Screening for Modulators of Cytosolic Chaperonin Activity; purified chaperonin ATPase assay, HTRF ADP detection, 30 min; activity change, % (concentration not given with the values), hits read low; 360,000 compounds, 0.3% hits; in the data active = activity change below about -30%; note: % is set by controls: 0 for no effect and ±100 for the full control effect
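ATPase activity: ADP formed was measured by HTRF Transcreener (665/615 nm ratio) after 30 min at 37 deg C with 10 uM ATP. Compounds screened at one 76 uM concentration against 40 or 20 nM TRiC in Tris pH 7.4/KCl/MgCl2/DTT buffer.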
pAkt inh – HTS Assay for Inhibitors of Akt Phophorylation: Primary Screen | Neuro2A IGF-stimulated pAkt S473 HTRF, 20 min; active compounds read low | activity change, % for hits at 50 µM | 360,000 compounds, 0.32% hits | AID 651550, 2012; in the data active = activity change below about -80%; inconclusive = mostly about -51% to -80%; note: % is set by controls: 0 for no effect and ±100 for the full control effect
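Neuro2A cells in DMEM with 0.5% FBS, overnight at 37 deg C, given compound at single 50 µM final, then IGF (6 nM final) for 20 min at 37 deg C. Lysed; phospho-Akt Ser473 by HTRF after 24 h, 665/615 ratio.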
Mm-Cpn inhibitor – Inhibitors of TCP-1 ring complex (TRiC) of Methanococcus maripaludis (MmCpn): qHTS; Chaperonin Mm-Cpn (Methanococcus maripaludis); purified Mm-Cpn ATPase, ADP Transcreener TR-FRET; Potency, µM (top dose mostly 76.9 µM), inactives show top-dose activity, negative = inhibition, hits mostly inhibitors; 330,000 compounds, 0.031% hits; note: potency is the fitted concentration of half-maximal effect; % is set by controls: 0 for no effect and ±100 for the full control effect; nearly all actives have a fitted effect of over 80% in size
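Purified archaeal Mm-CPN (25nM final) preincubated 10 min at 37degC with compound, then 10uM ATP for 30 min at 37degC; ADP measured by HTRF Transcreener TR-FRET; buffer 30 mM TRIS pH 7.4, 100mM KCl, 5mM MgCl2, 1mM DTT.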
EPAC2 agonist – qHTS for Agonist of cAMP-regulated guanine nucleotide exchange factor 4 (EPAC2): primary screen; Potency, µM (titrated, usually from 154 µM), without a hit: top-dose activation, usual class: activators; Rap guanine nucleotide exchange factor 4 (Homo sapiens), Q8WZA2; 360,000 compounds, 0.079% hits; EPAC2 activation, biochemical qHTS; response scale: 100% = 6.5 mM cAMP response; AID 720711, 2013; note: potency is the fitted concentration of half-maximal effect; nearly all actives have a fitted effect of over 50% in size
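Exchange assay: 100 nM EPAC2 with 250 nM Rap1B-BODIPY-GDP and 50 uM GDP. Fluorescence (ex 480/em 540 nm) read every 5 min for 30 min at room temperature. Data normalized to 6.5 mM cAMP as agonist control.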
TGFb inhibitor – qHTS for Inhibitors of TGF-b; HepG2 CAGA-GFP TGF-b/SMAD3 reporter, GFP fluorescence, 18 h; TGF-beta stimulated, 500 pg/mL final; Potency, µM (series often up to 46.1 µM), for inactives: at the top dose activity, negative = inhibition, most hits filed as inhibitors; 410,000 compounds, 1.2% hits; note: potency is the fitted concentration of half-maximal effect; % is set by controls: 0 for no effect and ±100 for the full control effect; nearly all actives have a fitted effect of over 65% in size
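Inhibition of TGF-beta-driven CAGA-GFP reporter expression in HEPG2 cells is measured by cellular GFP fluorescence after 18 h stimulation with 500 pg/mL recombinant TGF-beta in 1% FBS medium at 37 degrees C.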
The depositor's hits bear a star; i = inactive; ? = inconclusive; . = no result given; [ ] = another dose, or the depositor's remark. Unless noted, calls come from the whole dose curve; as a rule, active = well fitted curve in the direction sought with a large enough effect; inconclusive = small, poorly fitted or top-dose-only effect, or another doubt; inactive = no such curve, though single readings can be large; an effect the other way counts as inactive or inconclusive. Not all compounds are listed. The share of hits here may be higher or lower than overall.

SMILES	Nrf2 activator	Nrf2 inh	EPAC2 antag	A549 tox	CCT modulator	pAkt inh	Mm-Cpn inhibitor	EPAC2 agonist	TGFb inhibitor
O=C(N/N=C/c1sc(=O)n(-c2ccccc2)c1Cl)c1ccccc1	0.8%	?	2%	-8%	-0.8	i	2%	17%	-1%
O=C(O)Cc1sc(Nc2cccc3ccccc23)nc1-c1ccc(Cl)cc1	12%	?	1%	-9%	-2.5	i	?	-8%	-7%
CCOc1cc(-c2nc3n(c(=O)c2C#N)CCS3)ccc1O	0.4%	1%	10%	-5%	2.7	i	-8%	6%	28%
COc1ccc(N2CCN(C(=O)c3cn(CC4CCCCC4)nn3)CC2)cc1	1.7%	-12%	1%	0%	-0.1	i	2%	6%	2%
CC(C(=O)N1CCc2ccccc21)N1CCc2ccccc2C1 (configuration not stated)	2.6%	17%	9%	-2%	-1.0	i	3%	-1%	-6%
COc1ccc(/C=N/NC(=O)CCn2c3ccccc3c3ccccc32)cc1OC	0.4%	2%	6%	14%	-0.7	i	-1%	-1%	0%
O=C(NCc1ccco1)/C(=C/c1ccco1)NC(=O)c1ccco1	8.1%	18%	1%	-6%	-0.5	i	0%	-2%	5%
O=C(CSC1=NC(=O)C(c2ccccc2)C(=O)N1)Nc1ccccc1[N+](=O)[O-] (configuration not stated)	0.7%	6%	0%	-2%	-1.2	i	-1%	7%	5%
COc1ccc(CN2CCC(C(=O)Nc3ccc(Oc4cccnc4)cc3)CC2)cc1	1.9%	-21%	-1%	-8%	-1.6	i	1%	4%	0%
O=C(CSc1nnc(NC(=O)c2ccccc2F)s1)NCC1CCCO1 (configuration not stated)	14%	?	-2%	10%	-1.8	i	-2%	-10%	-2%
Cc1cc(C)n(-c2nc3ccccc3nc2Nc2ccc(Cl)c(Cl)c2)n1	0.4%	11%	.	1%	.	.	.	.	-8%
O=C(NN1CCOCC1)c1cc(Cl)ccc1Cl	0.0%	4%	12%	0%	0.1	i	0%	5%	11%
Cc1ccccc1C(=O)NC1CCN(CC(=O)Nc2ccccc2Cl)CC1	-0.3%	?	-12%	-9%	1.5	i	0%	-5%	-4%
Clc1ccc2nc(CSCc3ccccc3)cn2c1	-0.1%	?	5%	3%	-2.9	i	1%	9%	-11%
Cc1ccc(S(=O)(=O)N2CCOCC2)cc1NC(=O)CNc1ccccc1N1CCCC1=O	-0.4%	13%	-16%	-3%	1.0	i	0%	-8%	5%
Cc1ccccc1NC(=O)/C(C#N)=C/c1ccccc1C(F)(F)F	0.2%	-17%	-18%	7%	-0.5	i	1%	-8%	-28%
O=C(c1nc2ccccn2c1CNCCn1ccc2ccccc21)N1CCOCC1	-0.3%	?	-4%	-13%	0.1	i	0%	0%	-13%
c1ccc(Cc2ccc(OCCN3CCOCC3)cc2)cc1	3.9%	5%	-1%	-2%	0.1	i	-2%	8%	4%
CCOc1cc(S(=O)(=O)N2CCN(C(=O)c3ccco3)CC2)ccc1F	2.8%	-16%	-10%	12%	-1.3	i	1%	3%	-16%
CCOC(=O)CCC(=O)N1CCOCCN(C(=O)CCC(=O)OCC)CCOCC1	-0.4%	25%	1%	-5%	-1.5	i	-4%	-18%	-17%
CCCOc1ccc(-c2cc3onc(-c4ccccc4)c3c(=O)n2C)cc1	5.0%	?	1%	-1%	-1.1	i	0%	2%	2%
O=C(CCCN1C(=O)/C(=C/c2cccs2)SC1=S)Nc1cc([N+](=O)[O-])ccc1O	4.2%	2%	5%	-19%	-0.5	i	-2%	2%	?
CCCCn1c(N)c(N(CC(C)C)C(=O)C2CSC3(C)CCC(=O)N23)c(=O)[nH]c1=O (configuration not stated)	-0.4%	3%	3%	-5%	-0.4	i	0%	-4%	-10%
O=C(NCCc1ccccc1)C(=O)Nc1cccc(Br)c1	-0.2%	?	.	1%	.	.	.	.	19%

Looked up one by one from the list above, three records:
SMILES	Nrf2 activator	Nrf2 inh	EPAC2 antag	A549 tox	CCT modulator	pAkt inh	Mm-Cpn inhibitor	EPAC2 agonist	TGFb inhibitor
CCCCn1c(N)c(N(CC(C)C)C(=O)C2CSC3(C)CCC(=O)N23)c(=O)[nH]c1=O (configuration not stated)	-0.4%	3%	3%	-5%	-0.4	i	0%	-4%	-10%
Cc1ccccc1C(=O)NC1CCN(CC(=O)Nc2ccccc2Cl)CC1	-0.3%	?	-12%	-9%	1.5	i	0%	-5%	-4%
O=C(c1nc2ccccn2c1CNCCn1ccc2ccccc21)N1CCOCC1	-0.3%	?	-4%	-13%	0.1	i	0%	0%	-13%

The list goes on:
SMILES	Nrf2 activator	Nrf2 inh	EPAC2 antag	A549 tox	CCT modulator	pAkt inh	Mm-Cpn inhibitor	EPAC2 agonist	TGFb inhibitor
CCN(CC)c1nc(N)c2c(N)n(-c3ccccc3C)c(=S)c(C#N)c2c1C#N	-0.1%	-23%	-7%	0%	-1.1	i	-9%	-10%	-13%
O=C(N/N=C/c1ccccn1)c1cccc(S(=O)(=O)N2CCCC2)c1	-0.5%	?	3%	0%	0.2	i	3%	11%	0%
CN(/N=C/c1cc(Br)cc(Br)c1O)c1cccc(C(F)(F)F)n1	-0.5%	?	3%	3%	0.3	i	-2%	10%	?
Cc1cccc(NC(=O)C(C)C(=O)c2ccccc2)c1 (configuration not stated)	0.2%	12%	3%	0%	0.6	i	0%	0%	-1%
COc1ccccc1N(CC(=O)NC1CCCC1)C(=O)CCC(=O)Nc1ccccn1	0.2%	4%	10%	-2%	-0.9	i	0%	1%	0%
CC(C)OP(=O)(c1ccc(N(C)C)cc1)C(O)c1ccccc1F (configuration not stated)	-0.1%	-11%	5%	-8%	-1.9	i	0%	-5%	2%
Cc1cccc(C(=O)N/N=C/c2ccc(OC3CSC3)cc2)c1	2.3%	-9%	11%	0%	-2.1	i	1%	-12%	-8%
CC(=O)NC(Cc1ccccc1)C(=O)NC1CCN(c2ncccc2[N+](=O)[O-])CC1 (configuration not stated)	2.8%	2%	-2%	-12%	1.7	i	-1%	2%	-22%
O=C1OC(N2C(=O)CC[C@H]2C(=O)Nc2ccc3c(c2)OCO3)c2ccccc21 (some centres not stated)	0.8%	3%	3%	-15%	0.1	i	0%	5%	23%
Cc1nc2ccc(NC(=O)CCC3CCCC3)cc2s1	3.9%	?	-9%	1%	0.3	i	-1%	10%	0%
CCn1c2ccccc2c2cc(NC(=O)CCCN3C(=O)CCC3=O)ccc21	-0.5%	.	-6%	1%	0.1	i	0%	-9%	-2%
Cc1cc(C)n(-c2nc3ccccc3nc2Nc2ccc(CC(=O)O)cc2)n1	0.4%	-22%	-15%	?	0.8	i	1%	5%	8%
CO[C@H]1C=CO[C@@]2(C)Oc3c(C)c(O)c4c(O)c(c(C=NN5CCN(C)CC5)c(O)c4c3C2=O)NC(=O)C(C)=CC=C[C@H](C)[C@H](O)[C@@H](C)[C@@H](O)[C@@H](C)[C@H](OC(C)=O)[C@@H]1C	8.5%	?	-19%	?	-0.6	i	-6%	-3%	-26%
Nc1ccccc1C(=O)NNc1ncc(C(F)(F)F)cc1Cl	0.1%	?	17%	-5%	-1.2	i	2%	2%	-8%
COc1cccc(Nc2nc(C(N)CO)cs2)n1 (configuration not stated)	0.0%	.	0%	.	-0.9	.	.	12%	13%
N=C1C(c2ccccc2)=C(O)CN1NC(=O)c1ccc(Cl)cc1	-0.4%	-14%	6%	-7%	0.8	i	-1%	9%	10%
CCOc1ccc(C(C)=O)cc1NC(=O)/C=C\C(=O)O	-0.5%	14%	2%	-10%	0.1	i	3%	0%	6%
COc1ccc(S(=O)(=O)N(C(=O)c2ccncc2)c2ccc3oc4c(c3c2)CCCC4)cc1	1.2%	?	8%	?	-42*	i	1%	2%	11µM*
CCn1c(/C=C/Nc2ccccc2)[n+](CC)c2ccc(Cl)cc21	0.2%	8%	-3%	-1%	1.0	i	1%	5%	-1%
Cc1ccc(N2CC(O)CSC2=Nc2ccccc2)cc1 (configuration not stated)	?	.	-2%	.	1.1	i	.	5%	?
Cc1oc2ccc(O)c(CN3CCCC3)c2c1C(=O)Nc1ccc(C(C)C)cc1	12%	18%	.	-17%	.	.	.	.	?
COc1cc(-n2c(=O)c3ccccc3n(CC(=O)c3ccc(Br)cc3)c2=O)cc(OC)c1OC	-0.9%	-10%	4%	-1%	-0.4	i	-3%	1%	29%
COc1cccc(-c2nnc(N)o2)c1	-0.1%	9%	4%	1%	-1.4	i	-1%	11%	5%
O=C(/C=C/c1ccccc1)N(c1ccccn1)C1CCCCC1	-0.4%	-16%	-4%	3%	-2.5	i	1%	-1%	-1%
CC(C)CCNC(=O)NC(=O)CN1C(=O)NC2(CCCCC2)C1=O	-0.4%	4%	1%	2%	-2.1	i	1%	-5%	0%
CCOCCCNC(=O)C(NC(=O)c1ccc(=O)[nH]c1)c1ccc(Cl)cc1 (configuration not stated)	0.5%	20%	2%	-6%	-0.8	i	0%	5%	6%
COc1ccc(NC(=O)COc2ccc(/C=N/O)cc2OC)cc1	0.9%	?	15%	1%	-1.8	i	2%	-6%	0%
Cc1cc(N=NC(=O)c2ccccc2)ccc1O	5.8%	14%	-2%[57.1 µM]	11%	1.0	i	0%	17%	17%
O=C(Cn1cc(SCc2ccccc2Cl)c2ccccc21)N1CCOCC1	3.9%	?	-5%	0%	-2.3	i	1%	7%	1%
